Bioassay records from PubChem BioAssay.
SMN2 splice up = increases expression of the SMN2 splice variant. 210,000 tested, 2.8% active. HEK293 SMN2-luciferase splicing reporter, luminescence, 30-36 h. Potency, µM (titrated, usually from 46.1 µM), without a hit: top-dose activity change, positive = activation, actives largely listed as activators; further: % of control where 0% means no effect; nearly all actives have a fitted effect of over 55% in size
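HEK293 cells carry an SMN2 minigene-luciferase reporter in which exon 7 inclusion puts luciferase in frame. Cells were seeded at 2000 cells/well, attached for 10-12 hours, then exposed to compounds for 30-36 hours at 37C before ONE-Glo luminescence.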
TexasRed fluor = alters Texas Red total fluorescence, flagging assay interference. TRb/SRC2 Texas Red total fluorescence interference. Potency, µM (series often up to 106 µM), for the others: at the top dose fluorescence change, negative = quenching. 280,000 tested, 0.29% active. AID 1479; active means well fitted curve in either direction with a large enough effect; inconclusive means small, poorly fitted or top-dose-only effect; further: on the % scale 0 is the no-effect control and ±100 the full control effect
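Human TRβ ligand-binding domain (0.6 uM) and Texas Red SRC2 peptide (20 nM) in Tris buffer with 1 uM T3 and 5% DMSO were incubated with pinned compound for 5 hr at ambient temperature. Total fluorescence was computed as S + 2P (555/632 nm).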
LMNA splice mod = changes lamin A minigene splicing in HeLa cells. HeLa LMNA splicing GFP/RFP minigene ratio, 48 h. Potency, µM (series often up to 46.1 µM), without a hit: at the highest dose ratio change, negative = inhibition, hits mostly inhibitors. 200,000 tested, 0.01% active; active means well fitted inhibition curve with a large enough effect in the signal ratio, with a control signal flat, not every such curve was filed as active; inconclusive means small, poorly fitted or top-dose-only effect, or effect the other way, or a change in a side signal; the % refers to the signal ratio; further: on the % scale 0 is the no-effect control and ±100 the full control effect
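S3 HeLa stable clones carrying a lamin A-EGFP splicing minigene plus DsRed2 were seeded at 600 cells/well in Opti-MEM with 2% FBS, pin-dosed and incubated 48 h at 37°C. Acumen cytometry (488 nm) gave the GFP/RFP total-intensity ratio.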
RGS12 GoLoco inh = inhibitors of human Gai1-RGS12 GoLoco interaction (red fluorophore) | Gai1:RGS12 GoLoco peptide FP, rhodamine, 10 min | Potency, µM (top dose mostly 61.6 µM), without a hit: at the highest dose activity, negative = inhibition, usual class: inhibitors | 230,000 tested, 0.44% active; active means well fitted inhibition curve with a large enough effect, not every such curve was filed as active; inactive means no such curve, though single readings can be large or run the other way; further: on the % scale 0 is the no-effect control and ±100 the full control effect; nearly all actives have a fitted effect of over 30% in size; many of its hits are not listed in these tables
Target sequence (P63096 whole entry, looked up): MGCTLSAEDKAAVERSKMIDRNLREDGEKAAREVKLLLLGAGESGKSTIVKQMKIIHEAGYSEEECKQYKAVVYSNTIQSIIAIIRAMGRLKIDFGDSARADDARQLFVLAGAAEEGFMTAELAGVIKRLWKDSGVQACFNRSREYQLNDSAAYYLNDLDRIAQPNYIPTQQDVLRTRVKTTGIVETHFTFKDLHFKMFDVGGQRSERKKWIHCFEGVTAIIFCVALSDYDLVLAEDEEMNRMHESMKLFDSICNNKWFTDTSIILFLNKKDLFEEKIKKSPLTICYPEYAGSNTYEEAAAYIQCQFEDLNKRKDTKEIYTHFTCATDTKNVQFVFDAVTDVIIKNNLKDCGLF
RECQ1 helicase = inhibitors of human RECQ1 DNA helicase. P46063. RECQ1 DNA unwinding, red fluorescence kinetic read. Potency, µM (series often up to 57.3 µM), inactives show at the highest dose activity, negative = inhibition, hits mostly inhibitors. 240,000 tested, 0.54% active;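 further: plate controls were vehicle for no effect and no enzyme for full effect; nearly all actives have a fitted effect of over 30% in size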
Target sequence (P46063 whole entry, looked up): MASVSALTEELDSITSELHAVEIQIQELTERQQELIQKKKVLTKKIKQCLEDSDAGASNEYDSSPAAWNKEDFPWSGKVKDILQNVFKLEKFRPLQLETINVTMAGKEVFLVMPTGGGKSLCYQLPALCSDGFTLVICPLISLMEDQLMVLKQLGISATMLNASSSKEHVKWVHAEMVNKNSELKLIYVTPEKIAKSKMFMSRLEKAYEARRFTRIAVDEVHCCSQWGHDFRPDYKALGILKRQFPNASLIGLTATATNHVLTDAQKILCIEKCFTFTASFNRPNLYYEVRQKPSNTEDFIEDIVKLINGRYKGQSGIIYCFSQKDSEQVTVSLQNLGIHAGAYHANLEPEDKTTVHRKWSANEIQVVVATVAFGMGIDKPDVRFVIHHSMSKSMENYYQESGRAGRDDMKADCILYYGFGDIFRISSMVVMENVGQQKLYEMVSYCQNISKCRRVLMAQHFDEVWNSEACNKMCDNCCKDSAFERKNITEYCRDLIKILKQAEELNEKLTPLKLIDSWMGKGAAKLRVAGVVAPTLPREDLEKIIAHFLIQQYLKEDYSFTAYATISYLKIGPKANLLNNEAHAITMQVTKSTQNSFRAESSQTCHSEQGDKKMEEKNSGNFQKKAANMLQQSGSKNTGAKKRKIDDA
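50 nM RECQ1T1 preincubated 15 min with compound in Tris pH 8.0 buffer with MgCl2, DTT, Tween-20 and 2.5 ug/ml poly(dI-dC); started with 200 nM TAMRA/BHQ-2 forked duplex and 2 mM ATP. Unwinding read as fluorescence (525/598 nm), two reads 2 h apart.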
ALDH1A1 block = blocks purified human ALDH1A1 activity; P00352; Purified ALDH1A1, NADH fluorescence, propionaldehyde substrate; Potency, µM (series often up to 75.3 µM), without a hit: at the top dose activity, negative = inhibition, actives largely listed as inhibitors; 220,000 tested, 7.3% active; AID 1030; active means well fitted inhibition curve with a large enough effect, not every such curve was filed as active; inconclusive means small, poorly fitted or top-dose-only effect, or another doubt; inactive means no such curve, though single readings can be large or run the other way;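 further: plate controls were no enzyme wells and a reference inhibitor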
JMJD2E inh = blocks human JMJD2E demethylase activity | B2RXH2 | JMJD2E catalytic domain, FDH-coupled NADH fluorescence (FDH is formaldehyde dehydrogenase) | 230,000 tested, 1.6% active | AID 2147 | Potency, µM (series often up to 57.1 µM), for the others: top-dose activity change, negative = inhibition, actives largely listed as inhibitors; active means well fitted inhibition curve with a large enough effect, not every such curve was filed as active; inconclusive means small, poorly fitted or top-dose-only effect, or another doubt; inactive means no such curve, though single readings can be large or run the other way;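 further: 0% = wells with enzyme and -100% = buffer wells without enzyme; nearly all actives have a fitted effect of over 50% in size; many of its hits are not listed in these tables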
TRb-SRC2 inh = inhibitors of human thyroid hormone receptor beta-SRC2 interaction. P10828. TRbeta-SRC2 peptide binding, fluorescence polarization; receptor liganded with 1 µM T3. Potency, µM (series often up to 106 µM), for inactives: at the top dose activity change, negative = inhibition, most hits filed as inhibitors. 280,000 tested, 0.065% active. AID 1469;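 further: plate controls were bound peptide for no effect and peptide without receptor for full effect; nearly all actives have a fitted effect of over 50% in size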
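Assay buffer: 20 mM Tris-HCl, 100 mM NaCl, 10% glycerol, 1 mM EDTA, 0.01% NP-40, 1 mM DTT, 1 uM T3, 5% DMSO; TRb LBD 0.6 uM, Texas Red SRC2 20 nM; FP after 5 hr.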
Numbers without * were called inactive; i = inactive; ? = inconclusive; . = no result given; [ ] = remark or other dose. Unless noted, the call rests on the fitted dose curve; in most records, active means well fitted curve in the direction sought with a large enough effect; inconclusive means small, poorly fitted or top-dose-only effect, or another doubt; inactive means no such curve, though single readings can be large; an effect the other way counts as inactive or inconclusive. Potency means the concentration at half of the fitted maximal effect. This is a subset (hit frequency here may not be typical).

Preview, 2 compounds:
SMILES | SMN2 splice up | TexasRed fluor | LMNA splice mod | RGS12 GoLoco inh | RECQ1 helicase | ALDH1A1 block | JMJD2E inh | TRb-SRC2 inh
COc1cc(C(=O)NCCCN2CCCC2=O)cc(OC)c1OC | 7% | 2% | -3% | -7% | -5% | 10% | -3% | -2%
O=C(CN(Cc1ccc(F)cc1)S(=O)(=O)c1ccc(S(=O)(=O)N2CCOCC2)cc1)Nc1ccccc1 | -5% | 1% | -1% | 6% | -8% | 18% | -1% | 5%

Results, from the first entry:
SMILES | SMN2 splice up | TexasRed fluor | LMNA splice mod | RGS12 GoLoco inh | RECQ1 helicase | ALDH1A1 block | JMJD2E inh | TRb-SRC2 inh
COc1cc(C(=O)NCCCN2CCCC2=O)cc(OC)c1OC | 7% | 2% | -3% | -7% | -5% | 10% | -3% | -2%
O=C(CN(Cc1ccc(F)cc1)S(=O)(=O)c1ccc(S(=O)(=O)N2CCOCC2)cc1)Nc1ccccc1 | -5% | 1% | -1% | 6% | -8% | 18% | -1% | 5%
CCOc1ccccc1NC(=O)N1CCC(n2nnc3cc(C)ccc32)CC1 | -5% | 0% | ? | -8% | i | -2% | 4% | -3%
O=C(c1cccc2nc3ccccc3nc12)N1CCOCC1 | . | -1% | . | -4% | 1% | . | 0% | 7%
C=CCNC(=O)c1sccc1Oc1ccc(F)cc1[N+](=O)[O-] | -12% | -2% | 7%[46 µM] | -7% | -13% | -6% | 4% | -4%
Cc1c(-c2cccs2)[n+](=O)c2c(n1[O-])CCCCC2 | 20% | -6% | 1% | 7% | -6% | -1% | -5% | 5%
CCc1ccc(N2C(=O)CN(Cc3cc(OC)c(OC)c(OC)c3)C2=S)cc1 | -39%[inhibitor] | -2% | ? | 0% | 5% | -4% | -12% | 2%
Oc1ccc(-c2nccc(-c3ccc(Cl)cc3)n2)cc1 | 12% | -2% | 2%[46 µM] | -2% | -4% | 1% | 0% | 1%
CCCCNC(=S)NNc1c(Cl)cc(Cl)cc1Cl | 8% | -1% | -7%[46 µM] | 12% | -1% | -9% | -11% | -1%
Cn1c(=O)cc(OCCCC(=O)NCCCN2CCN(Cc3ccccc3)CC2)c2ccccc21 | 1% | 6% | ? | -5% | -5% | -15% | 5% | -8%
N#Cc1cccnc1Nc1cccc(Cl)c1 | 1% | 0% | 5% | 8% | -3% | 6% | -10% | -7%
COc1cc(NS(=O)(=O)c2ccc(NC(=O)COc3ccccc3C)cc2)nc(OC)n1 | 4% | -1% | 1% | 18% | -2% | -13% | 4% | 2%
O=C(Nc1ccc2oc(-c3cccnc3)nc2c1)c1ccco1 | 3% | -5% | -5% | 11% | -28% | ? | ? | -6%
Cc1ccc(OCC(=O)NCc2cccnc2)cc1 | . | -2%[53 µM] | 19%[46 µM] | 5% | -10% | 10% | -6% | -3%[53 µM]
O=C(NCCCn1ccnc1)C(=O)NCC1OCCN1S(=O)(=O)c1ccc(Cl)cc1 (configuration not stated) | -30%[inhibitor] | 1% | ? | 6% | -3% | 2% | 18% | 3%
C#CCCCCCCCCCCCC(O)CC(O)CO (configuration not stated) | -31%[inhibitor] | -1% | . | 5% | 6% | 1% | 1% | 4%
COc1cccc(C2C([N+](=O)[O-])=C(N)Oc3cc(C)oc(=O)c32)c1 (configuration not stated) | . | 1% | . | 11% | 7% | . | -9% | 0%
C[C@@H]1CC=C[C@H]2[C@H]1C(=O)N(Cc1ccccc1)[C@H]2c1ccc2ccccc2c1Br | . | 0% | . | 5% | 15% | . | -6% | 6%
CCCCn1c(SCC(=O)N2CCC(C(=O)OCC)CC2)nc2cc(S(N)(=O)=O)ccc21 | -16% | -2% | -15% | 3% | -1% | ? | -1% | -5%
CCOc1ccc(NC(=O)COc2ccc(C(=O)NCCc3ccccc3)cc2)cc1 | . | -8% | -11% | . | 4% | -1% | -5% | -1%
CCCC1(C(=O)OCC)NC(c2ccc(OC)cc2OC)C2C(=O)N(c3ccc4c(c3)OCCO4)C(=O)C21 (configuration not stated) | 4% | -5% | -8% | -1% | -2% | 0% | 10% | 6%
Cn1ccnc1SC(=O)N1c2ccccc2Sc2ccccc21 | 3% | -1% | -16% | 4% | -4% | 1% | -6% | -7%
O=C(O)c1cccc(N/N=C/c2sc(N3CCOCC3)nc2-c2ccccc2)c1 | 17%[1.84 µM] | -2% | ? | 6% | 13% | 8% | 9% | 13%
CC1(C)CC(=O)C2=C(C1)Nc1[nH]n(-c3ccccc3)c(=O)c1C2c1ccc2c(c1)OCO2 (configuration not stated) | -6% | -7% | ? | 10% | -9% | ? | -1% | 3%
O=C(CN1C(=O)/C(=C\c2ccc(C(F)(F)F)cc2)Sc2ccccc21)NCc1ccco1 | 9% | 1% | 8% | 16% | -5% | -7% | -3% | -8%
Cc1ccc(Nc2nc(C)cs2)cc1 | 8.9µM* | -1% | . | 3% | 14% | 2% | -4% | 7%
CCOC(=O)c1ccc(Cn2cnc3ccccc3c2=O)cc1 | ? | 1% | 19% | 4% | ? | 3% | 1% | -1%
CO/N=C/NC(=O)c1c(OC)ccnc1Oc1ccc(F)cc1 | -4% | 2% | 8% | -1% | i | -10% | 3% | 3%
CC(C)Oc1cccc(C(=O)C2CCCN(Cc3cnc(N4CCOCC4)s3)C2)c1 (configuration not stated) | -57%[inhibitor] | 1% | ? | 13% | -5% | ? | -4% | 7%
CSc1ccc(CN2C(=O)NC3(CCCCCCC3)C2=O)cc1 | -41%[inhibitor] | -2% | . | -8% | -2% | ? | -1% | 1%

Profiles from above. Values in the order: SMN2 splice up, TexasRed fluor, LMNA splice mod, RGS12 GoLoco inh, RECQ1 helicase, ALDH1A1 block, JMJD2E inh, TRb-SRC2 inh
`Cc1c(-c2cccs2)[n+](=O)c2c(n1[O-])CCCCC2` in the list: 20%, -6%, 1%, 7%, -6%, -1%, -5%, 5%
`O=C(O)c1cccc(N/N=C/c2sc(N3CCOCC3)nc2-c2ccccc2)c1` in the list: 17%[1.84 µM], -2%, ?, 6%, 13%, 8%, 9%, 13%

Continued.
SMILES | SMN2 splice up | TexasRed fluor | LMNA splice mod | RGS12 GoLoco inh | RECQ1 helicase | ALDH1A1 block | JMJD2E inh | TRb-SRC2 inh
Cc1nc2cc(-c3cccc(F)c3)nn2c(N2CCN(C(=O)c3ccco3)CC2)c1C | 13% | -2% | 31% | 4% | 3% | ? | -2% | -1%
NS(=O)(=O)c1ccc(CCNC(=S)Nc2ccc(S(N)(=O)=O)cc2)cc1 | 11% | -1% | 1% | -6% | 2% | ? | 0% | 5%
COc1cccc(-n2nc(C(C)=O)c(C#N)c2-c2ccco2)c1 | -14% | -1% | 3% | -1% | 0% | -3% | 2% | 3%
COCCCNC(=S)NC1CC2CCCC(C1)N2Cc1ccco1 (configuration not stated) | 3% | -2% | 8% | 2% | -1% | 3% | -1% | -5%
Cc1ccc(NC(=O)c2cc(-c3cccs3)on2)cc1 | 27% | -1% | -22% | -9% | -3% | -2% | ? | -1%
CCn1c(SCC(=O)c2cccs2)nnc1-c1ccco1 | -1% | 2% | 7% | 5% | i | ? | 4% | -1%
O=C(O)/C=C/C(O)c1ccc(Cl)cc1 (configuration not stated) | -8% | -2% | -17% | 2% | i | 7% | 0% | -3%
COCCN1CCN(Cc2cn(C)nc2-c2cccc(Cl)c2)CC1 | . | -8% | . | 7% | -2% | 6% | -2% | -2%
O=C(Nc1ccc2c(c1)C(=O)N(C1CCCCC1)C2=O)C1CCCO1 (configuration not stated) | 6% | 1% | 1% | -5% | i | ? | ? | -9%
CCc1ccc(C2CC(c3ccco3)=NN2S(C)(=O)=O)cc1 (configuration not stated) | 0.5µM* | 0% | 13%[0.0737 µM] | 21% | -3% | ? | -6% | -12%
C/C(=N\Nc1ccc(C(=O)O)cc1)c1nc2ccccc2n1C | 10µM* | -2% | 14% | 2% | -10% | 5% | -11% | 0%
OC(COc1c(Cl)cc(Cl)cc1Cl)CN1CCCCC1 (configuration not stated) | -10% | 0% | 6% | 8% | i | -6% | 11% | -2%
C=CCOc1ccccc1CN1CCC(CO)(CCOc2ccccc2)CC1 | . | -3% | . | 2% | -1% | 1% | 6% | -1%
CC(C)(C)OCC1CO1 (configuration not stated) | 11% | 1% | . | -3% | 1% | 16% | . | 4%
O=C(NC(=S)Nc1ccc(CN2CCOCC2)cc1)c1cccc([N+](=O)[O-])c1 | -7% | -1% | ? | 2% | -7% | 13µM* | 2% | 2%
COc1ccccc1OCc1ccc(C(=O)N2N=C(C(F)F)CC2(O)C(F)F)o1 (configuration not stated) | -54%[inhibitor] | -1% | -12% | 0% | i | 5% | -3% | -4%
Cc1cnc(NC(=O)CSc2ncn(-c3ccccc3)n2)s1 | -2% | 1% | -6% | -5% | -11% | -10% | -13% | -17%
O=C(O)C1CCCCC1C(=O)OCCCCOC(=O)C1CCCCC1C(=O)O (configuration not stated) | -5% | -5% | -2% | 0% | i | 3% | -9% | -7%
O=C1CC[C@@]23CCCN2C(=O)CCCC3C1 (some centres not stated) | . | 0%[201 µM] | . | 5%[136 µM] | i | -1%[120 µM] | . | 3%[201 µM]
Cc1cc(NC(=O)CCCC(=O)N(CC(=O)NC2CCCCC2)c2ccccc2)no1 | -1% | 0% | 10% | 9% | -6% | ? | 11% | -4%

Looked up above.
Cc1cc(NC(=O)CCCC(=O)N(CC(=O)NC2CCCCC2)c2ccccc2)no1 – LMNA splice mod: 10%
Cc1cnc(NC(=O)CSc2ncn(-c3ccccc3)n2)s1 – TRb-SRC2 inh: -17%
O=C1CC[C@@]23CCCN2C(=O)CCCC3C1 (some centres not stated) – TexasRed fluor: 0%[201 µM]
